# Source: PubChem
# LYP inhibition = inhibitors of LYP phosphatase, biochemical, fluorescence intensity, uHTS (AID 1779) | recombinant LYP phosphatase, fluorescence intensity; higher % means a stronger effect | 290,000 tested, 0.054% active | Tyrosine-protein phosphatase non-receptor type 22 (Homo sapiens) | inhibition, % at 11.5 µM; hits with a dose series show IC50 in µM; in the data active = inhibition above about 50%;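 note: plate controls were vehicle with enzyme for no effect and no enzyme for full effect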
# GPR35 arrestin U2OS = GPR35 antagonists blocking zaprinast-driven arrestin recruitment, primary screen, imaging, U2OS, beta-arrestin-GFP, zaprinast agonist (AID 2058); U2OS GPR35 beta-arrestin-GFP translocation imaging, zaprinast antagonism; higher % means a stronger effect; 290,000 tested, 0.052% active; G-protein coupled receptor 35 (Homo sapiens); one-dose inhibition, % at 10 µM; IC50 in µM for titrated hits;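 active = inhibition of at least 50% with at least 30 cells and total cytoplasm GFP at most 10,000,000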
# Salmonella PhoP GFP = inhibitors of PhoP regulon expression, primary screen, Salmonella Typhimurium, GFP reporter (AID 1863). S. Typhimurium PhoP-regulated promoter GFP reporter, 4 h; higher % means a stronger effect. inhibition, % at 50 µM, or IC50 in µM where a hit was titrated. 300,000 tested, 0.16% active;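 active = inhibition over 29.93%, a cutoff 3 SD above the screen mean, later confirmed by dose response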;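 note: 0% = low Mg2+ inducing control and 100% = high Mg2+ repressing control; strong numbers were not always called active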
# NTR1 ag = agonists of NTR1, primary screen, imaging, U2OS cells, beta-arrestin-GFP, high content (AID 493036) | Neurotensin receptor type 1 (Homo sapiens), P30989 | NTR1-U2OS beta-arrestin-GFP spot imaging, agonist mode | activation, % at 20 µM | 330,000 tested, 0.17% active;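 active = activation at or above 40% of the spot to cytoplasm intensity ratio, with at least 20 cells analyzed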;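 note: 0% = DMSO without peptide and 100% = 100 nM NTR1 peptide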
# Target sequence (P30989 whole entry, looked up): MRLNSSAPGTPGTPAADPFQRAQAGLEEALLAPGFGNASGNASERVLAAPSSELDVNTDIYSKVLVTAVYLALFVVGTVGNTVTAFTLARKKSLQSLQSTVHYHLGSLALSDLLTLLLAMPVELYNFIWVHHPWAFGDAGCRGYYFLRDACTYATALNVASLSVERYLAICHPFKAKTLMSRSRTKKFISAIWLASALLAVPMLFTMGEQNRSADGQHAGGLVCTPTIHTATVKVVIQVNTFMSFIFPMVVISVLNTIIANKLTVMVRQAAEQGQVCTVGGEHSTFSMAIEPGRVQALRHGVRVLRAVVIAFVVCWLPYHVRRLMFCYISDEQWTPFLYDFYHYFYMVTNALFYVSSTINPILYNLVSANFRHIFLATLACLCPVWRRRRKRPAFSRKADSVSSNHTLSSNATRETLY
# SIAH1 antagonists = Siah-1 peptide-binding antagonists, primary screen, biochemical, fluorescence polarization, rhodamine-plectin, uHTS (AID 1817); displacement, % at 20 µM, or IC50 in µM where a hit was titrated; Siah-1 / rhodamine-plectin peptide fluorescence polarization; higher % means a stronger effect; E3 ubiquitin-protein ligase SIAH1 (Homo sapiens); 290,000 tested, 0.02% active;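 active = displacement of at least 50% at 20 µM, with a fluorescence ratio check between 0.3 and a set limit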;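 note: plate controls were Siah plus tracer with DMSO for no effect and tracer alone without Siah for full effect; strong numbers were not always called active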
# GPR55 antagonists = GPR55 antagonists blocking LPI-driven arrestin recruitment, primary screen, imaging, U2OS, beta-arrestin-GFP, LPI agonist (AID 2013). 290,000 tested, 0.13% active. U2OS GPR55 beta-arrestin-GFP translocation imaging, LPI antagonism; higher % means a stronger effect. inhibition, % at 10 µM; hits with a dose series show IC50 in µM;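 active = spots per cell inhibited over 60%, with over 100 cells counted and total cytoplasm intensity under 500,000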;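 note: U2OS cells stably carrying GPR55 and arrestin-GFP stimulated by 5 µM LPI near EC80; imaged beta-arrestin-GFP aggregate spots per cell after agonist stimulation; plate controls were LPI-stimulated DMSO wells for no effect and DMSO wells without LPI for full effect; some results filed as inactive read as strong as hits; confirmed hits need IC50 under 10 µM and bright autofluorescent wells are also inconclusive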
# Myeloid diff 2 = induction of myeloid progenitor differentiation, primary screen, cell-based, flow cytometry, MLPCN library; ER-HoxA9 myeloid progenitors, lysozyme-GFP differentiation; calls only at 10 µM; 360,000 tested, 1% active;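 active = normalized GFP-positive differentiation at or above the plate's own cutoff, the solvent-only control mean plus 3 SD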;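 note: cells exposed to compound for four days before flow analysis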
# Rac1 GTP hydrolysis = MgcRacGAP GTPase-activating activity inhibitors, confirmation, biochemical, ADP Hunter fluorescence; AID 624330, 2012; Rac GTPase-activating protein 1 (Homo sapiens); MgcRacGAP-stimulated Rac1 GTP hydrolysis, ADP Hunter fluorescence; higher % means a stronger effect; GST-tagged Rac1 F28L mutant substrate; inhibition, % at 30 µM, or IC50 in µM where a hit was titrated; 340,000 tested, 0.6% active;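 active = first-screen hits whose inhibition reached a set limit at any dose in the follow-up dose series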;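 note: fluorescence reports GDP produced by GAP-driven GTP hydrolysis; strong numbers were not always called active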
# HIV fusion peptide = inhibitors of HIV fusion peptide binding, primary screen, biochemical, uHTS, fluorescence dequenching (AID 1986). cell-free peptide binding, fluorescence dequenching, 30 min; higher % means a stronger effect. inhibition, % at 20 µM; hits with a dose series show IC50 in µM. 290,000 tested, 0.3% active; in the data active = inhibition mostly above about 52%, no sharp cut-off; inactive = mostly below about 76%; note: some results filed as inactive read as strong as hits
# NTR1 ag cell count 20 µM = also measured in NTR1 ag; calls as there; cell count; measured here: cell count, cytotoxicity flag
# Myeloid diff 2 GFP+ MAC1+ % = second read-out of Myeloid diff 2, no call of its own (marks repeat the call); GFP+ MAC1+ double positive, %; measured here: differentiation confirmed by MAC1 staining
# Numbers without * were called inactive; i = inactive; x = no result given.
cpd	smiles	Salmonella PhoP GFP	HIV fusion peptide	NTR1 ag cell count 20 µM	Myeloid diff 2 GFP+ MAC1+ %	LYP inhibition	Myeloid diff 2	NTR1 ag	SIAH1 antagonists	GPR55 antagonists	GPR35 arrestin U2OS	Rac1 GTP hydrolysis
1	Cc1ccc(C(=O)N/C(=C\C=C\c2ccccc2)C(=O)NCc2ccco2)cc1	-5%	4.5%	72	0.6	9%	i	-1.6	7%	10%	-12%	-22%
2	Cc1cccc(Cl)c1NC(=O)N1CCCN(c2nc3ccc(Cl)cc3s2)CC1	-5%	-0.9%	39	0.5	-5%	i	0.4	2%	5%	9%	5%
3	Cc1cc(C(=O)COC(=O)CCc2nc3ccccc3c(=O)[nH]2)c(C)n1CC1CCCO1 (centres undefined)	-12%	2.4%	54	x	-9%	x	0.5	11%	8%	3%	x
4	COc1ccc([N+](=O)[O-])cc1N(CC(O)CN(CC(C)C)CC(C)C)S(=O)(=O)c1ccc(C)cc1 (centres undefined)	3%	-1.5%	69	0.1	0%	i	1.4	-3%	-6%	50%	8%
5	CC1=C(C(=O)OC(C)C)C(c2ccsc2)NC(=O)N1C (centres undefined)	-5%	-1.5%	78	6.8	-2%	i	-0.4	-2%	-5%	18%	8%
6	CN(C)C(=O)c1cc(C(=O)Cc2ccccc2)c[nH]1	11%	2.3%	93	0.5	-7%	i	-0.7	-5%	-8%	5%	4%
7	COC(=O)c1cc(S(=O)(=O)NCc2ccc(Br)cc2)c[nH]1	8%	-0.9%	48	1.2	-8%	i	-0.1	-6%	-9%	-13%	13%
8	CC(C)Sc1nc2c(c(=O)[nH]c(=O)n2C)n1Cc1ccccc1	-1%	1.3%	54	0.5	0%	i	0.9	1%	1%	3%	0%
9	COC(=O)C1CCN(c2ccc([N+](=O)[O-])cc2)CC1	3%	0.9%	44	0.3	-3%	i	-0.1	9%	9%	-12%	7%
10	Cc1ccc(NC(=O)CNC(=O)c2ccco2)c(Cl)c1	-4%	-3.0%	40	0.6	-8%	i	-0.8	-2%	-1%	-2%	15%
11	Fc1ccc(-c2cc3nc4c(c(N5CCOCC5)n3n2)CCCC4)cc1	-1%	-5.1%	60	0.6	0%	i	6.3	-1%	-10%	-17%	15%
12	O=C(CCN1C(=O)/C(=C/c2ccccc2F)SC1=S)Nc1cccnc1	6%	0.8%	51	1.2	3%	i	7.8	8%	12%	-15%	10%
13	COc1ccc([C@@H]2C[C@@H](c3ccccc3)Oc3cc(OC)cc(OC)c32)cc1	6%	-1.7%	96	2.4	0%	i	0.7	10%	3%	7%	1%
14	COc1ccccc1Nc1ncnc2ccccc12	-2%	0.9%	44	3.5	-8%	i	1.4	-5%	x	5%	13%
15	CCc1cc2ccc(C)c(C)c2nc1SCC(=O)NNC(=O)c1ccco1	2%	2.5%	49	0.6	-10%	i	2.3	4%	-4%	6%	4%
16	CC1(C)CCC[C@@]2(C)CC=C(C(=O)O)[C@@H]3C[C@]312	3%	x	91	2.5	x	i	1.3	x	x	x	-9%
17	Cc1ccc(Cl)cc1Nc1nc(N2CCOCC2)nc(N2CCOCC2)n1	-2%	0.2%	62	0.0	-11%	i	4.0	2%	4%	-6%	9%
18	Clc1cccc(Cl)c1/C=C/c1nc2ccccc2[nH]1	3%	1.1%	52	4.7	0%	i	15	-2%	8%	6%	9%
19	Cn1c(=O)c(C#N)c(-c2ccc(F)cc2)c2cc(C(=O)c3cc(Cl)cc(Cl)c3O)cnc21	x	51%	72	0.8	2%	i	23	2%	6%	-24%	7%
20	Cc1ccc(N(C(C)C(=O)NCc2ccncc2)S(C)(=O)=O)cc1C (centres undefined)	2%	1.3%	57	0.5	-6%	i	1.2	-2%	-8%	5%	-2%
21	Cn1cc(S(=O)(=O)c2ccccc2)c(=O)c2cc(Cl)ccc21	2%	-0.4%	62	3.4	-9%	i	0.5	2%	8%	13%	8%
22	O=C(c1ccc(NC2=NC3CS(=O)(=O)CC3S2)cc1)N1CCN(c2ccccc2)CC1 (centres undefined)	x	-0.1%	51	0.8	-11%	i	-0.9	14%	8%	-2%	7%
23	CC(C)Cc1ccc(/C=C/C(=O)N2CCCCC2)cc1	4%	-0.6%	62	0.5	-2%	i	2.3	0%	-5%	-4%	4%
24	Cc1cc(C)c(S(=O)(=O)c2ccccc2)c(OC(=O)c2c(F)cccc2F)n1	-1%	4.6%	78	0.2	-5%	i	2.2	17%	17%	2%	7%
25	C/C(CC(=O)Nc1cccnc1)=N\NC(=O)C(C)Oc1ccc(Cl)cc1Cl (centres undefined)	-13%	-1.7%	45	1.2	9%	i	-0.7	-2%	1%	9%	5%
26	CN1C(=O)/C(=C2\SC(=S)N(CCCCCC(=O)O)C2=O)c2ccccc21	-8%	22%	71	1.2	5%	i	2.9	14%	7%	0%	2%
27	Cc1cccc(C(=O)N2CCNC(=O)C2CC(=O)Nc2cccc(Cl)c2)c1 (centres undefined)	5%	0.1%	62	0.6	-7%	i	0.5	13%	2%	-6%	6%
28	CC(C)CNC(=O)C1CCN(c2ccc(S(=O)(=O)N3CCOCC3)cc2[N+](=O)[O-])CC1	x	0.2%	76	0.2	-4%	i	-0.5	14%	2%	-4%	5%
29	CCOC(=O)c1c(OCC)[nH]c2c1cc(O)c1ccccc12	8%	2.0%	46	1.1	2%	i	2.7	2%	4%	1%	63µM*
30	CCC(=O)Nc1c2c(nn1-c1cccc(Cl)c1)CSC2	3%	5.3%	93	1.1	0%	i	0.8	-6%	10%	-11%	13%
31	O=C(CC(=O)c1ccccc1O)c1cccc(F)c1	-1%	1.1%	54	0.9	-7%	i	12	0%	15%	-13%	9%
32	Cc1cc2nncn2c2ccccc12	-11%	-2.7%	52	0.1	-9%	i	3.1	-3%	-9%	-8%	11%
33	COc1ccc(C(=O)Nc2nncs2)cc1S(=O)(=O)N1CCOCC1	2%	-0.7%	44	0.8	-6%	i	-1.6	-5%	-2%	4%	4%
34	COCCNC(=O)C(c1ccccc1F)N(C(=O)C(=O)NC1CCCC1)C1CCCCC1 (centres undefined)	x	-1.4%	39	0.3	-9%	i	0.7	6%	-2%	-3%	-17%
35	COCCCN1C(=O)C(=O)/C(=C(/O)c2ccc(OC)cc2)C1c1ccc(O)c(OC)c1 (centres undefined)	0%	4.1%	32	3.0	1%	i	0.8	-1%	6%	5%	2%
36	Cc1cc(C)n(-c2nc(-c3ccccc3)cs2)n1	-4%	-0.4%	63	0.7	-6%	i	1.4	2%	-3%	5%	7%
37	CCOc1ccc(NC(=O)CC2C(=O)NCCN2C(=O)c2ccc(Cl)cc2)cc1 (centres undefined)	5%	2.4%	49	0.3	-10%	i	0.0	6%	8%	8%	9%
38	CC(NC(=O)C12CC3CC(C1)CC(n1cncn1)(C3)C2)C12CC3CC(CC(C3)C1)C2 (centres undefined)	0%	1.3%	81	0.8	-5%	i	1.6	4%	21%	29%	8%
39	CC(=O)Nc1c([N+](=O)[O-])cc2[nH]c(=O)[nH]c2c1[N+](=O)[O-]	-5%	-2.9%	108	0.2	-6%	i	-0.4	-2%	3%	-16%	-1%
40	O=C1CCC2S/C(=C/Nc3ccc(C(F)(F)F)cc3)C(=O)N12 (centres undefined)	5%	-2.7%	37	x	-5%	x	3.8	2%	3%	5%	8%
41	CC(C)N(CC(N)=O)C(=O)c1sc2cc(F)ccc2c1Cl	-2%	-0.5%	63	0.5	-9%	i	2.2	-5%	-3%	10%	4%
42	COC1CCCCC1NS(=O)(=O)c1ccccc1 (centres undefined)	11%	1.4%	50	0.9	-4%	i	-0.8	0%	7%	16%	4%
43	COc1ccc2nc(N3C(=O)CC(Cc4cc(C)cc(C)c4)C3=O)sc2c1 (centres undefined)	-1%	3.2%	60	0.6	-5%	i	-1.0	-3%	8%	-24%	10%
44	O=C(O)CN1C(=O)/C(=C\c2cccc(OCc3ccc(F)cc3)c2)SC1=S	8%	45%	84	0.4	-1%	i	1.5	10%	13%	-2%	9%
45	NC(=O)CC(NC(=O)Cc1cccc2ccccc12)c1ccc(N2CCC(Br)CC2)c([N+](=O)[O-])c1 (centres undefined)	0%	-3.0%	92	0.5	-4%	i	7.9	7%	14%	6%	12%

# Part of the list above in order of SMILES length, low to high:
cpd	smiles	Salmonella PhoP GFP	HIV fusion peptide	NTR1 ag cell count 20 µM	Myeloid diff 2 GFP+ MAC1+ %	LYP inhibition	Myeloid diff 2	NTR1 ag	SIAH1 antagonists	GPR55 antagonists	GPR35 arrestin U2OS	Rac1 GTP hydrolysis
32	Cc1cc2nncn2c2ccccc12	-11%	-2.7%	52	0.1	-9%	i	3.1	-3%	-9%	-8%	11%
33	COc1ccc(C(=O)Nc2nncs2)cc1S(=O)(=O)N1CCOCC1	2%	-0.7%	44	0.8	-6%	i	-1.6	-5%	-2%	4%	4%
44	O=C(O)CN1C(=O)/C(=C\c2cccc(OCc3ccc(F)cc3)c2)SC1=S	8%	45%	84	0.4	-1%	i	1.5	10%	13%	-2%	9%
39	CC(=O)Nc1c([N+](=O)[O-])cc2[nH]c(=O)[nH]c2c1[N+](=O)[O-]	-5%	-2.9%	108	0.2	-6%	i	-0.4	-2%	3%	-16%	-1%
45	NC(=O)CC(NC(=O)Cc1cccc2ccccc12)c1ccc(N2CCC(Br)CC2)c([N+](=O)[O-])c1 (centres undefined)	0%	-3.0%	92	0.5	-4%	i	7.9	7%	14%	6%	12%

# Remaining list, next part:
cpd	smiles	Salmonella PhoP GFP	HIV fusion peptide	NTR1 ag cell count 20 µM	Myeloid diff 2 GFP+ MAC1+ %	LYP inhibition	Myeloid diff 2	NTR1 ag	SIAH1 antagonists	GPR55 antagonists	GPR35 arrestin U2OS	Rac1 GTP hydrolysis
46	O=C(Nc1ccc(Cl)c(Cl)c1)N(CCCN1CCOCC1)Cc1cccs1	-1%	0.7%	58	1.1	-9%	i	-1.6	2%	12%	0%	-1%
47	NC(=O)CSC1=N/C(=C\c2ccco2)C(=O)N1c1ccc(OC(F)F)cc1	-3%	15%	41	0.7	-1%	i	3.3	6%	9%	2%	9%
48	CCN(CC(=O)Nc1ccccc1C(F)(F)F)C(=O)Cn1c(=O)cnc2ccccc21	0%	x	68	0.7	x	i	0.5	x	x	x	11%
49	CNc1nnc(C(F)(F)F)s1	-1%	0.5%	56	1.0	3%	i	-0.3	-2%	-8%	2%	7%

# Compounds as they come; 2.4% or so of the library scored in one or more.
